KOR beta-arrestin-1 – kappa opioid receptor activators – cell-based, luminescence, uHTS, primary screen (AID 1777); 0.02% of 280,000 active; activation, % at 10 µM; hits with a dose series show EC50 in µM; KOR beta-arrestin recruitment, luminescence; higher % means a stronger effect; in the data active = activation above about 50%, passing the limit was not always enough; also: a part of the inactive calls stands beside numbers as strong as those of hits
UTI89 phage lysis – inhibition of K1F phage lysis, E. coli UTI89, bacterial capsule biogenesis inhibitors, alamar blue (AID 488966); E. coli UTI89 K1F phage lysis, alamar blue, 2 h; higher % means a stronger effect; one-dose inhibition, % at 100 µM; IC50 in µM for titrated hits; 0.02% of 340,000 active;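 active = phage lysis inhibition, versus mean bacterial control, above a set limit; inconclusive = no clear call, values can overlap the other calls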;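 also: capsule biogenesis inhibitors block K1F phage lysis so surviving cells raise fluorescence; higher fluorescence means more inhibition of phage lysis; actives were called in the ten point dose series up to 300 µM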
NOD1 inhibition – inhibition of NOD1-driven NF-kB reporter – cell-based, luminescence, uHTS, primary screen (AID 1578) | NOD1-driven NF-kB luciferase reporter cells, luminescence; higher % means a stronger effect | inhibition, % at 4 µM, or EC50 in µM where a hit was titrated | 1% of 290,000 active; in the data active = inhibition mostly above about 36%, no sharp cut-off; inactive = mostly below about 34%;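 also: HEK-293T reporter cells stimulated with the NOD1 agonist gamma-tri-DAP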
GPR55 beta-arrestin – selective activators of receptor GPR55 – imaging, U2OS cells, beta-arrestin-GFP redistribution, primary screen (AID 1961); U2OS GPR55 beta-arrestin-GFP redistribution imaging; higher % means a stronger effect; one-dose activation, % at 10 µM; EC50 in µM for titrated hits; 0.048% of 290,000 active;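 active = activation above 40% with more than 50 cells counted in the well; inconclusive = wells holding fewer than 50 cells, flagged as toxic or sparse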;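 also: U2OS osteosarcoma cells stably expressing GPR55 and beta-arrestin-GFP; plate controls were DMSO negative control for no effect and LPI positive control for full effect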
GPR55 antagonists – GPR55 antagonists blocking LPI-driven arrestin recruitment, primary screen, imaging, U2OS, beta-arrestin-GFP, LPI agonist (AID 2013). U2OS GPR55 beta-arrestin-GFP translocation imaging, LPI antagonism; higher % means a stronger effect. inhibition, % at 10 µM; hits with a dose series show IC50 in µM. 0.13% of 290,000 active;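 active = spots per cell inhibited over 60%, with over 100 cells counted and total cytoplasm intensity under 500,000; inconclusive = wells with under 100 cells, flagged as likely toxic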;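 also: U2OS cells stably carrying GPR55 and arrestin-GFP stimulated by 5 µM LPI near EC80; imaged beta-arrestin-GFP aggregate spots per cell after agonist stimulation; plate controls were LPI-stimulated DMSO wells for no effect and DMSO wells without LPI for full effect; some results filed as inactive read as strong as hits; confirmed hits need IC50 under 10 µM and bright autofluorescent wells are also inconclusive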
NTR1 agonist – NTR1-driven beta-arrestin-GFP spot formation – imaging, U2OS cells, high content, primary screen (AID 493036). agonist mode. 0.17% of 330,000 active. P30989. activation, % at 20 µM;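 active = activation at or above 40% of the spot to cytoplasm intensity ratio, with at least 20 cells analyzed; inconclusive = wells under 20 cells, flagged as cytotoxic or low count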;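 also: 0% = DMSO without peptide and 100% = 100 nM NTR1 peptide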
Target sequence (P30989 whole entry, looked up): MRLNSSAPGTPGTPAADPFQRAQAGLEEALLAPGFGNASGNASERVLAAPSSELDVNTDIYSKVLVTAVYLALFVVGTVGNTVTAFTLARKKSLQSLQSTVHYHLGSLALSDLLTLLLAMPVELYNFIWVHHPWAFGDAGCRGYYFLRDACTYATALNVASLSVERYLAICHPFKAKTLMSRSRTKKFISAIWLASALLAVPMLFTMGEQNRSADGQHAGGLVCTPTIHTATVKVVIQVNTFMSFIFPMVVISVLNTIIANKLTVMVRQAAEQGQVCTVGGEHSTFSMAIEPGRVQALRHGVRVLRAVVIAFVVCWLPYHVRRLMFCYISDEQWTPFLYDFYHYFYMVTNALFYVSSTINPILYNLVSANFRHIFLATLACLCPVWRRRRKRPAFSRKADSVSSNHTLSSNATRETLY
Rac1 GTP hydrolysis – MgcRacGAP GTPase-activating activity inhibitors, confirmation, biochemical, ADP Hunter fluorescence | MgcRacGAP-stimulated Rac1 GTP hydrolysis, ADP Hunter fluorescence; higher % means a stronger effect; GST-tagged Rac1 F28L mutant substrate | one-dose inhibition, % at 30 µM; IC50 in µM for titrated hits | 0.6% of 340,000 active | AID 624330;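 active = first-screen hits whose inhibition reached a set limit at any dose in the follow-up dose series; inconclusive = inhibition above the set first-screen limit but never retested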;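 also: fluorescence reports GDP produced by GAP-driven GTP hydrolysis; strong numbers were not always called active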
KOR beta-arrestin-2 – kappa opioid receptor blockers – cell-based, luminescence, uHTS (AID 1778); KOR beta-arrestin recruitment, luminescence, antagonist mode; higher % means a stronger effect; inhibition, % at 10 µM, or IC50 in µM where a hit was titrated; 0.091% of 290,000 active; in the data active = inhibition above about 50%; also: strong numbers were not always called active
GPR35 arrestin U2OS – GPR35 antagonists blocking zaprinast-driven arrestin recruitment, primary screen, imaging, U2OS, beta-arrestin-GFP, zaprinast agonist (AID 2058) | U2OS GPR35 beta-arrestin-GFP translocation imaging, zaprinast antagonism; higher % means a stronger effect | 0.052% of 290,000 active | one-dose inhibition, % at 10 µM; IC50 in µM for titrated hits;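 active = inhibition of at least 50% with at least 30 cells and total cytoplasm GFP at most 10,000,000; inconclusive = under 30 cells or total GFP of 10,000,000 plus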
NTR1 agonist cell count 20 µM – also measured in NTR1 agonist; calls as there; cell count; measured here: cell count, cytotoxicity flag
* hit, by the source's call; ? = inconclusive; / = no result given; [ ] = dose if it differs, or a comment. These rows are one share of the data, so the mix of outcomes need not match the whole.

SMILES	KOR beta-arrestin-1	UTI89 phage lysis	NOD1 inhibition	GPR55 beta-arrestin	GPR55 antagonists	NTR1 agonist	NTR1 agonist cell count 20 µM	Rac1 GTP hydrolysis	KOR beta-arrestin-2	GPR35 arrestin U2OS
CCOC(=O)c1sc(NC(=O)OC)c(C(=O)OC)c1C	2.3%	1.8%	-28.0%	0.2%	0.1%	0.4	49	4.2%	-11.5%	-17.6%
O=C(CCc1ccccc1)NNC(=O)Nc1ccc(F)c(Cl)c1	2.1%	-0.4%[50 µM]	-25.9%	0.6%	4.3%	-0.5	66	-1.4%	-8.1%	-12.9%
CCN(CC)S(=O)(=O)c1ccc(C(=O)OC2CCCCC2CN(C)C)cc1 (stereo not given)	6.5%	0.2%	10.3%	0.1%	10.4%	0.4	63	1.2%	7.8%	3.8%
Cc1ccc(NC(=O)CCn2cnc3cc(C)c(C)cc32)cc1	-1.3%	4.4%	-8.2%	0.1%	-0.4%	1.3	57	0.2%	23.8%	12.6%
Cc1nn(-c2ccccc2)c(C)c1/C=N/NC(=O)c1cccs1	-3.1%	0.0%	-27.0%	0.2%	-7.7%	4.6	67	10.1%	-3.6%	-4.3%
Cc1ccccc1-c1nc2cc(NC(=O)C3CC3)ccc2o1	-1.3%	2.5%	1.1%	0.4%	?	-1.2	56	15.4%	-2.5%	-10.6%
O=c1[nH]nc(Cc2ccc([N+](=O)[O-])cc2)c2ccccc12	-1.2%	0.4%	-9.8%	-0.1%	10.8%	0.0	76	5.7%	14.0%	-5.1%
Clc1cccc(-c2ccc(CNCCCN3CCOCC3)o2)c1	7.3%	0.2%	-28.7%	0.7%	-0.2%	-1.8	71	9.9%	-1.9%	1.0%
CCC1CCCCN1CCCNC(=O)Cn1ncc2c(C)n(Cc3ccccc3Cl)c(C)c2c1=O (stereo not given)	-3.8%	3.6%	-26.2%	-0.3%	-4.4%	2.6	42	11.2%	17.8%[20 µM]	1.8%
COc1ccc(NC(=O)C2C3C=CC(C3)C2C(=O)O)cc1 (stereo not given)	0.2%	0.7%[50 µM]	-2.3%	0.4%	1.7%	0.8	54	3.6%	-0.3%	17.3%
CCOC(=O)c1cc2sccc2n1CC(=O)Nc1ccc(OC)c(OC)c1	0.9%	3.2%	15.3%	0.0%	-7.2%	-0.2	41	4.1%	-34.7%	1.3%
OCCN1CCN(c2nc(-c3ccccc3)nc3c2oc2ccccc23)CC1	-6.8%	0.2%	-3.3%	-0.2%	-15.4%	16.0	22	16.0%	-62.5%	17.1%
Cc1cc(OC(C)C(=O)NCCCN2CCOCC2)ccc1Cl (stereo not given)	0.4%	0.8%[50 µM]	-8.4%	0.7%	6.6%	0.8	52	3.4%	-2.5%	-9.8%
Cc1ccc(S(=O)(=O)N2CCN(C(=S)NCCc3ccccc3)CC2)cc1	-0.2%	-0.4%	-6.8%	1.1%	-7.3%	0.1	51	4.9%	16.9%	5.6%
O=C(OCCN1CCOCC1)c1ccc(O)cc1	2.3%	0.5%	-36.6%	-0.3%	-8.3%	1.3	65	13.1%	-55.2%[20 µM]	-2.6%
O=C(O)CC(NC(=O)Cc1ccc(Cl)cc1)c1ccco1 (stereo not given)	-2.8%	/	7.3%	0.1%	16.4%	-0.4	53	/	-9.7%	14.3%
Cc1ccc(C(=O)N2CCN(c3ncccn3)CC2)cc1S(=O)(=O)N1CCCCC1	0.3%	-0.1%	-18.3%	0.2%	-1.0%	-0.4	67	6.9%	-27.2%	11.1%
CCN(CC)Cc1nc2c(c(=O)[nH]1)C(CC)(CC)Cc1ccccc1-2	8.8%	0.1%	-29.3%	-0.1%	12.5%	6.8	71	6.3%	-27.5%	-4.2%
CCCC(=O)Nc1ccc(C(=O)NCc2ccccn2)cc1	-4.6%	-1.2%	-28.8%	3.0%	2.7%	3.1	28	4.6%	8.9%	2.1%
COC(=O)c1ccc(N=Cc2c(C(F)(F)F)[nH][nH]c2=O)cc1	-1.2%	0.2%	-33.2%	-0.2%	-9.7%	6.3	70	9.0%	-10.7%	-1.8%
O=C(NC1CCS(=O)(=O)C1)c1cn(-c2ccccc2)nc1-c1ccccc1 (stereo not given)	8.6%	1.4%	-0.7%	0.2%	7.1%	-1.0	46	4.5%	-24.8%	-0.5%
COc1ccccc1NC(=O)C1=C(C)NC(=O)NC1c1cccc(OC)c1OC (stereo not given)	4.7%	0.9%	-1.8%	0.5%	-2.0%	0.6	38	9.6%	-8.9%	10.4%
Cc1ccccc1C(=O)Nc1ccc2c(c1)nc(CCNC(=O)c1ccco1)n2C	-1.6%	0.1%	-6.0%	-0.1%	7.1%	-0.1	67	8.6%	-0.5%	0.0%
O=C(Nc1cnccn1)c1ccc(Cl)cc1	-2.2%	0.1%	4.2%	-0.1%	-2.6%	-1.2	96	8.2%	18.8%	3.3%

An excerpt of these results, with two lines to a compound.
Results follow in this order: KOR beta-arrestin-1, UTI89 phage lysis, NOD1 inhibition, GPR55 beta-arrestin, GPR55 antagonists, NTR1 agonist, NTR1 agonist cell count 20 µM, Rac1 GTP hydrolysis, KOR beta-arrestin-2, GPR35 arrestin U2OS
> COC(=O)c1ccc(N=Cc2c(C(F)(F)F)[nH][nH]c2=O)cc1
 : -1.2%, 0.2%, -33.2%, -0.2%, -9.7%, 6.3, 70, 9.0%, -10.7%, -1.8%
> COc1ccccc1NC(=O)C1=C(C)NC(=O)NC1c1cccc(OC)c1OC (stereo not given)
 : 4.7%, 0.9%, -1.8%, 0.5%, -2.0%, 0.6, 38, 9.6%, -8.9%, 10.4%
> Cc1cc(OC(C)C(=O)NCCCN2CCOCC2)ccc1Cl (stereo not given)
 : 0.4%, 0.8%[50 µM], -8.4%, 0.7%, 6.6%, 0.8, 52, 3.4%, -2.5%, -9.8%
> Cc1ccc(C(=O)N2CCN(c3ncccn3)CC2)cc1S(=O)(=O)N1CCCCC1
 : 0.3%, -0.1%, -18.3%, 0.2%, -1.0%, -0.4, 67, 6.9%, -27.2%, 11.1%
> O=C(O)CC(NC(=O)Cc1ccc(Cl)cc1)c1ccco1 (stereo not given)
 : -2.8%, /, 7.3%, 0.1%, 16.4%, -0.4, 53, /, -9.7%, 14.3%
> Cc1ccc(S(=O)(=O)N2CCN(C(=S)NCCc3ccccc3)CC2)cc1
 : -0.2%, -0.4%, -6.8%, 1.1%, -7.3%, 0.1, 51, 4.9%, 16.9%, 5.6%

(continued)
SMILES	KOR beta-arrestin-1	UTI89 phage lysis	NOD1 inhibition	GPR55 beta-arrestin	GPR55 antagonists	NTR1 agonist	NTR1 agonist cell count 20 µM	Rac1 GTP hydrolysis	KOR beta-arrestin-2	GPR35 arrestin U2OS
Cc1cc(F)ccc1NC(=O)CCCN(C)S(=O)(=O)c1ccc(F)cc1	-6.4%	-1.5%	-13.1%	-0.2%	-1.2%	1.2	56	2.3%	-7.2%	-14.5%
O=C(NCCN1C(=O)CSC1=O)C1CC(=O)N(c2ccccc2)C1 (stereo not given)	0.1%	-0.4%	-17.7%	-0.1%	5.2%	1.4	81	-3.0%	7.3%	13.9%
O=C(Nc1cc(C(F)(F)F)ccc1N1CCOCC1)c1cnccn1	0.9%	0.3%	-12.8%	-0.1%	9.1%	3.5	66	5.4%	16.4%	10.1%
CCOC(=O)c1c(C)c2c(n1C)CCC/C2=N\O	0.8%	2.6%	22.2%	-0.2%	-4.8%	1.0	57	7.3%	-16.9%	12.1%
COc1ccc(-c2[nH]ncc2CN(C)C(C)c2ccncn2)c(F)c1 (stereo not given)	-0.2%	0.3%	-24.1%	0.0%	-9.9%	2.9	49	7.9%	-15.8%	-7.6%
O=C(CSc1ccc2c(c1)OCCO2)NCc1ccccc1	-1.6%	-0.6%	-27.2%	0.1%	0.0%	-0.4	50	-5.3%	-22.5%	9.3%
CCn1c(=O)c2cc(C(=O)N3CCCC3)sc2c2ccccc21	-0.8%	/	-4.3%	-0.1%	-6.8%	4.2	51	/	-1.4%	-2.9%
COc1ccc2c(CC(=O)NCc3ccc4c(c3)OCO4)coc2c1	-4.5%	0.8%	-16.6%	0.8%	15.3%	1.2	46	3.8%	6.0%	2.3%
COCCNC(=O)CS(=O)Cc1nc(-c2ccc(OC)cc2)oc1C (stereo not given)	-0.6%	-0.7%	-13.1%	0.3%	4.0%	-1.4	67	-2.6%	-24.9%	15.3%
Cc1ccccc1-c1nc2sc(-c3ccccc3)cc2c(=O)o1	-3.6%	0.6%	11.8%	0.8%	-11.6%	10.1	65	8.2%	-11.2%	-4.8%
O=C(c1ccc(Oc2cc(Cl)cc(Cl)c2)o1)N1CCCCC1	/	-0.3%	-5.5%	-0.1%	0.6%	0.8	58	-1.8%	11.9%	11.8%
CN(C)CCCn1c(SCC(=O)N2CC(=O)Nc3ccccc32)nc2ccccc2c1=O	3.6%	0.2%	-23.6%	2.1%	7.3%	0.1	57	7.2%	-46.0%	-12.6%
CC(=O)c1cnc(SCCN2C(=O)c3ccccc3C2=O)nc1C	-3.0%	0.4%	7.1%	-0.1%	-15.4%	0.6	81	5.0%	3.6%	-4.6%
Cc1cccc(OCCCC(=O)Nc2nnc(C3CCCO3)s2)c1C (stereo not given)	-1.8%	0.0%	-42.7%	-0.1%	5.4%	-1.2	59	5.1%	-0.1%	14.0%
COc1ccc(C2/C(=C(/O)c3ccc(S(=O)(=O)N4CCOCC4)cc3)C(=O)C(=O)N2CCN2CCOCC2)cc1 (stereo not given)	-2.9%	0.0%	23.5%	0.5%	-1.3%	0.1	48	4.6%	42.4%	-0.2%
CCOC(=O)c1oc2ccccc2c1CSc1nnnn1-c1ccc(C)cc1	0.9%	0.1%	-7.0%	0.2%	2.9%	-1.0	49	19.5%	-32.1%	-1.2%
COc1ccccc1-n1cnnc1SC(C)C(=O)Nc1cccc([N+](=O)[O-])c1 (stereo not given)	-1.9%	3.9%	-20.2%	0.3%	4.0%	-0.2	56	0.0%	16.7%	0.1%
NC(=O)CNC(=O)c1ccc(Cl)cc1	-1.1%	-0.4%	0.3%	-0.2%	4.5%	-0.3	55	-4.2%	16.8%	-3.3%
CCOc1ccc2c(c1)OC(c1ccc(OC)cc1)(C(F)(F)F)NC2=O (stereo not given)	-1.2%	0.1%	-30.6%	0.2%	-7.9%	10.5	55	3.1%	-96.0%	2.7%
CCOc1ccc(-n2c(SCC(=O)Nc3cc(C)on3)nc3c(c2=O)SCC3)cc1	0.4%	-0.1%	15.0%	-0.1%	5.5%	-0.5	51	-3.5%	-8.1%	-1.4%

Bioassay records as filed in PubChem BioAssay.
